High-throughput results deposited in PubChem BioAssay by several laboratories.
HMGR II inh = E. faecalis class II HMG-CoA reductase inhibition | inhibition, % at 10 µM | purified E. faecalis HMGR, NADPH absorbance 340 nm kinetic | 0.41% of 190,000 active | AID 1066;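 active means inhibition above a set limit, the median over all tested compounds plus 3 SD, cut at about 9.5% in these data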;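 further: enzyme runs in reverse so mevalonate oxidation gives rising NADPH absorbance; 0% = complete reaction with DMSO and 100% = background rate lacking mevalonate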
TNAP inh hi DEA = inhibitors of human TNAP at high phosphate acceptor concentration | AID 1135 | purified TNAP, CDP-star luminescence, 1 M DEA | P05186 | inhibition, % at 20 µM | 0.03% of 200,000 active;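 active means over 50% inhibition of tissue-nonspecific alkaline phosphatase at 20 µM in the single-dose screen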;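 further: plate controls were DMSO wells for no effect and EDTA-quenched wells as full inhibition for full effect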
Target sequence (P05186 whole entry, looked up): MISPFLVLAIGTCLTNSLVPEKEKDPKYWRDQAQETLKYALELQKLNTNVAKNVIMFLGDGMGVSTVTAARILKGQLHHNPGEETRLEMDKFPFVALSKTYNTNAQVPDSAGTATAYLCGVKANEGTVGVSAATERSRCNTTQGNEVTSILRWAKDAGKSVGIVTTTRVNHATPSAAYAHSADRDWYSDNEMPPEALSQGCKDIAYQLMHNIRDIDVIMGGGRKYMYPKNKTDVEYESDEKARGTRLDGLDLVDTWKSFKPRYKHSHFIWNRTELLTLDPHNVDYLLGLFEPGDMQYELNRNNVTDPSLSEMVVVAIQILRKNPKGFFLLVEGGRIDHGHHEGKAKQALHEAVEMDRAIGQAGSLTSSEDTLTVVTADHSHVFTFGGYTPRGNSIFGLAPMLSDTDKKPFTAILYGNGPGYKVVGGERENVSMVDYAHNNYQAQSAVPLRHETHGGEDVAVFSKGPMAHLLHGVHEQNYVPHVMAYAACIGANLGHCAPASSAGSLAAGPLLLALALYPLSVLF
SRC2 TRFRET art = counter-screen for PPARgamma SRC-2 recruitment agonists: TR-FRET artefact. active compounds read high. TR-FRET ratio at 8 µM. 0.4% of 200,000 active. AID 1049; in the data active means TR-FRET ratio above about 2000; further: inactives centre near 1500
PPARg SRC1 recr = agonists of human PPARgamma SRC-1 coactivator recruitment; P37231; PPARgamma-SRC-1 coactivator recruitment biochemical assay; activation, % at 8 µM; 0.41% of 200,000 active; in the data active means activation above about 19%;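 further: 0% = DMSO and 100% = reference agonist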
Target sequence (P37231 whole entry, looked up): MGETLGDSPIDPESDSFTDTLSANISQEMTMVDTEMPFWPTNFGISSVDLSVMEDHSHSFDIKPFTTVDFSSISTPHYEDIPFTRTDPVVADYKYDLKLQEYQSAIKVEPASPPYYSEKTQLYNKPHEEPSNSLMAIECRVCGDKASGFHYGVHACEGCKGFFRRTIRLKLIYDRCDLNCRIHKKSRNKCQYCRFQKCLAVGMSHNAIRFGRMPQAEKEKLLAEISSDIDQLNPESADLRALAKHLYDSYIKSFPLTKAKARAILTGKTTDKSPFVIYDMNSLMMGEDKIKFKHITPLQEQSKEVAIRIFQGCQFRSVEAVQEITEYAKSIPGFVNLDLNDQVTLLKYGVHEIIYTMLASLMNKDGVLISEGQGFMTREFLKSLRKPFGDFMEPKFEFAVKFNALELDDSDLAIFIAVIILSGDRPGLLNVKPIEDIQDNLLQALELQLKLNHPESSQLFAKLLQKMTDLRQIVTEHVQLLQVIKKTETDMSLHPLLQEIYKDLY
PPARg SRC-3 ag = PPARgamma-driven SRC-3 recruitment agonism; 0.26% of 200,000 active; biochemical PPARgamma/SRC-3 coactivator recruitment assay; P37231; activation, % at 8 µM; AID 731; in the data active means activation above about 23%;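 further: 0% = DMSO and 100% = reference agonist; some compounds past the cut are filed as inactive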
bIAP activator = intestinal alkaline phosphatase (bovine) activation. purified bovine IAP, CDP-star luminescence, 30 min; active compounds read high; fold of DMSO-control signal, blank-subtracted. activation factor at 20 µM. 0.17% of 200,000 active. AID 1016;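 active means activation factor of 2 or more at 20 µM, a signal rise over negative controls twice the positive control's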
TNAP act hiacc = TNAP (human) activation, high acceptor | P05186 | purified TNAP, CDP-star luminescence, 1 M DEA, 30 min; active compounds read high; 0 = EDTA background, 1 = DMSO-only activity | activation factor at 20 µM | 200,000 tested, under 10 active | AID 1136;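 active means activation factor at least 2 at 20 µM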
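Control set: EDTA negative control, DMSO positive control / Assay system: human TNAP / Quantity: TNAP 1/800 final / Evaluation: TNAP activation factor scaled between EDTA and DMSO control wells / Measured by: luminescent substrate turnover signal / Compound dosing: one dose, 20 µM / Times: 30 min enzyme reaction at room temperature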
PPARg SRC2 recr = promotes SRC-2 coactivator recruitment by human PPARgamma; PPARgamma LBD-SRC-2 recruitment, biochemical; AID 1032; activation, % at 8 µM; 0.34% of 200,000 active; in the data active means activation above about 22%;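 further: 0% = vehicle and 100% = reference agonist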
TNAP inh noacc = blocks human TNAP activity with no phosphate acceptor present; P05186; purified TNAP, CDP-star luminescence, 30 min; inhibition, % at 20 µM; 0.26% of 200,000 active;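 active means tissue-nonspecific alkaline phosphatase inhibition above about 50% at 20 µM in the single-dose screen, limit read from the data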;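 further: 0% = DMSO negative control and 100% = EDTA positive control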
bIAP inhibitor = blocks bovine intestinal alkaline phosphatase activity | purified bovine IAP, CDP-star luminescence, 30 min | inhibition, % at 20 µM | 190,000 tested, under 10 active;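 active means over 50% inhibition of intestinal alkaline phosphatase at 20 µM in the single-dose screen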
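Incubation: 30 min reaction at room temperature / Material: purified bovine intestinal alkaline phosphatase (IAP) enzyme / Input: enzyme at 1/65,000,000 dilution / Dosing: 20 µM single dose / Signal: CDP-star luminescence signal / Reagent: CDP-star chemiluminescent phosphatase substrate, 30 µM final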
Numbers without * were called inactive; nt = no result given.

1. CC1=NN(C(C#N)c2ccccc2C)C(C)(C)C1 (stereo not drawn)
2. COC(=O)c1[nH]c2ccc(Cl)cc2c1NC(=O)CN1CCC(C(N)=O)CC1
3. O=S1(=O)N=C(Oc2ccccc2)c2ccccc21
4. O=C(COc1ccc(Br)cc1CO)Nc1ccccc1F
5. O=C(COC(=O)/C=C/c1nc2ccccc2s1)Nc1cccc2ccccc12
6. O=C(Nc1cccnc1)c1scc2c1OCCO2
7. C=CCn1c(CNC(=O)c2ccccc2C)nnc1SCC(=O)NC1CCCC1
8. O=c1[nH]c2ccccc2c(=O)n1Cc1ccccc1
9. Fc1ccc(N2CCN(c3nnnn3-c3ccccc3)CC2)cc1
10. C(=N\n1cnnc1)/c1ccc(N2CCOCC2)cc1

Assay by compound,1,2,3,4,5,6,7,8,9,10
HMGR II inh,-1,0,1,-2,3,1,0,-2,-3,0
TNAP inh hi DEA,-10,-2,6,-1,-8,-8,0,-4,1,-8
SRC2 TRFRET art,1733,1449,1484,1690,1577,1567,1484,1489,1625,1663
PPARg SRC1 recr,6,1,-6,1,0,2,-8,6,1,7
PPARg SRC-3 ag,4,-9,-2,12,-1,-7,-3,3,1,18
bIAP activator,1.1,1,1,0.8,0.9,1,0.9,0.9,1.1,0.9
TNAP act hiacc,1.1,1,0.9,1,1.1,1.1,1,1,1,1.1
PPARg SRC2 recr,16,-7,3,11,7,-10,3,-3,8,14
TNAP inh noacc,-13,-2,-9,-1,-4,-19,-9,-12,-8,-12
bIAP inhibitor,-8,2,4,17,10,4,6,9,-6,6

Given with two lines to a compound: part of the list above
Second line of a record – HMGR II inh | TNAP inh hi DEA | SRC2 TRFRET art | PPARg SRC1 recr | PPARg SRC-3 ag | bIAP activator | TNAP act hiacc | PPARg SRC2 recr | TNAP inh noacc | bIAP inhibitor
#5 O=C(COC(=O)/C=C/c1nc2ccccc2s1)Nc1cccc2ccccc12
 : 3 | -8 | 1577 | 0 | -1 | 0.9 | 1.1 | 7 | -4 | 10
#2 COC(=O)c1[nH]c2ccc(Cl)cc2c1NC(=O)CN1CCC(C(N)=O)CC1
 : 0 | -2 | 1449 | 1 | -9 | 1 | 1 | -7 | -2 | 2

Other compounds:
11. CCN(CCCNC(=O)C1CCCN(S(=O)(=O)CC)C1)c1cccc(C)c1 (stereo not drawn)
12. O=S(=O)(NN=C1CCCCCCC1)c1ccc(Br)cc1
13. CCCSC1=N/C(=C\c2ccsc2)C(=O)S1
14. O=C(/C=C\c1ccc2c(c1)OCO2)Nc1c2c(nn1-c1ccc(Cl)cc1)CSC2
15. COc1ccc(OC)c(N=Cc2c(O)[nH]c3ccccc23)c1
16. COc1ccccc1N1CCN(C(=O)C(OC(C)=O)c2ccccc2)CC1 (stereo not drawn)
17. Cc1onc(-c2ccccc2Cl)c1C(=O)Nc1cccc(-c2nc3ncccn3c2C)c1
18. CCOC(=O)/C(C#N)=C/Nc1ccccc1NS(=O)(=O)c1cccc(C(C)=O)c1
19. CCCC(=O)Nc1cc(C)c(NC(=O)c2cccs2)cn1
20. C#CCOCCOCCOCCNc1nc(N2CCOCC2)nc(N2CCN(C(=O)[C@H](Cc3ccc(O)cc3)n3cc([C@@H](N)C(C)CC)nn3)CC2)n1 (stereo partly drawn)

Assay by compound,11,12,13,14,15,16,17,18,19,20
HMGR II inh,-1,7,2,-5,-2,-6,-4,1,-8,1
TNAP inh hi DEA,-4,0,-8,-4,-1,-3,-3,1,-6,-3
SRC2 TRFRET art,1487,1693,1559,1441,1742,1529,1668,1604,1705,1592
PPARg SRC1 recr,0,-1,0,-1,6,1,4,12,3,7
PPARg SRC-3 ag,2,-18,-5,-1,8,-1,-8,-1,3,2
bIAP activator,0.9,1,0.5,0.9,1,1,1.1,1,1.2,1.1
TNAP act hiacc,1,1,1.1,1,1,1,1,1,1.1,1
PPARg SRC2 recr,0,0,-7,0,2,0,-3,14,8,5
TNAP inh noacc,7,-6,-14,-7,-8,-9,-12,-11,-10,-8
bIAP inhibitor,7,3,nt,12,2,0,-14,2,-25,-7

21. O=C1c2cccc3cccc(c23)C(=O)N1Cc1ccco1
22. CCOC(=O)C(/C=C(\C#N)C(=O)OCC)=C(/N)N1CCN(c2ccccc2)CC1
23. COc1ccc([N+](=O)[O-])cc1NS(=O)(=O)c1ccccc1
24. N#Cc1c(N)nc2c(c1N)CC(=O)N2c1ccccc1-c1ccccc1
25. Cn1ncc(Cl)c1C(=O)Nc1ccncc1
26. CCC(=O)NC(c1ccccc1Cl)c1c(O)ccc2ccccc12 (stereo not drawn)
27. COc1cc(/C=N/Nc2ccc(Cl)c(C(=O)O)c2)ccc1OCC(=O)N1C(C)CCCC1C (stereo not drawn)
28. CC(=O)Nc1ccc(C(=O)CSc2nnc(Cc3ccccc3)o2)cc1
29. Cc1ccc(NC(=O)c2cccc(OC(F)F)c2)c(OC(F)F)c1
30. COc1ccc(-n2c(C)nc3c(cnn3-c3ccccc3)c2=O)cc1

Assay by compound,21,22,23,24,25,26,27,28,29,30
HMGR II inh,-7,0,-5,-2,1,3,2,20*,-4,0
TNAP inh hi DEA,-4,-1,2,0,0,0,-2,-7,-4,-7
SRC2 TRFRET art,1719,1458,1506,1414,1574,1524,1750,1593,1602,1477
PPARg SRC1 recr,5,-1,1,6,1,6,-4,1,10,-2
PPARg SRC-3 ag,6,5,3,6,3,-2,2,-1,4,-2
bIAP activator,1.1,1,1,0.9,0.9,0.6,1,1,1,1
TNAP act hiacc,1,1,1,1,1,1,1,1.1,1,1.1
PPARg SRC2 recr,1,4,-2,-4,-5,7,-9,7,2,10
TNAP inh noacc,-9,-5,-3,-10,-7,-11,-8,-5,-7,-14
bIAP inhibitor,-8,-5,4,13,7,44,1,3,-3,3

Printed as active in HMGR II inh, among the entries above:
entry | mol | HMGR II inh | TNAP inh hi DEA | PPARg SRC1 recr | PPARg SRC-3 ag | bIAP activator | TNAP act hiacc | PPARg SRC2 recr | TNAP inh noacc | bIAP inhibitor
28 | CC(=O)Nc1ccc(C(=O)CSc2nnc(Cc3ccccc3)o2)cc1 | 20* | -7 | 1 | -1 | 1 | 1.1 | 7 | -5 | 3

The list goes on:
31. CCn1c(C)c(C(C)=O)c(NCc2ccccc2)nc1=S
32. O=C(NCc1cccs1)c1cccc(N2CCCC2=O)c1
33. O=C(c1ccco1)N1CCN(C(=O)C2CCN(S(=O)(=O)Cc3ccccc3)CC2)CC1
34. Cc1cc(C)c(C(=O)COC(=O)c2cccnc2Cl)c(C)c1
35. CS(=O)(=O)N(CCC#N)Cc1ccc(C=O)o1
36. COc1ccc(CNC(=O)Cn2nc(Cc3cccnc3)c3ccccc3c2=O)cc1
37. CCOC(=O)C1(CCc2ccccc2)CCN(C(=O)C(C)n2cncn2)CC1 (stereo not drawn)
38. Cc1nn(-c2ccccc2)c(C)c1C1C(C#N)=C(N)Oc2n[nH]c(C)c21 (stereo not drawn)
39. COc1cccc(-c2nc(NCCN3CCOCC3)c3ccccc3n2)c1O
40. Cc1ccc(OCCCC(=O)N2CCOCC2)c(C)c1

Assay by compound,31,32,33,34,35,36,37,38,39,40
HMGR II inh,3,3,-1,1,1,2,1,0,1,0
TNAP inh hi DEA,0,0,-2,-7,0,-6,4,1,-5,-6
SRC2 TRFRET art,1681,1224,1396,1598,1588,1558,1634,1392,1740,1480
PPARg SRC1 recr,3,0,-8,6,-9,5,-5,2,3,-7
PPARg SRC-3 ag,10,-4,-14,1,-1,1,3,-3,14,-5
bIAP activator,0.9,0.9,1.1,1,0.9,0.9,1,1.1,1,1
TNAP act hiacc,1,1,1,1.1,1,1.1,1,1,1,1.1
PPARg SRC2 recr,15,-9,2,0,-2,-2,-3,2,15,-3
TNAP inh noacc,2,-6,-8,-19,-5,-9,2,-8,-12,-7
bIAP inhibitor,8,8,-13,2,8,7,3,-6,0,-4

41. CC(=O)NC1=NC(=O)CS1
42. Cc1ccc(C)c(Cc2c(C)nc3c(C(=O)N4CCOCC4)cnn3c2C)c1
43. Cc1ccc(NC(=S)NN(C)c2nc(C)cnc2C)cc1
44. CS(=O)(=O)Nc1ccc(C2=NN(C(=O)c3ccco3)C(c3ccc(F)cc3)C2)cc1 (stereo not drawn)
45. CC1Cn2c(nnc2-c2ccccc2O)S1 (stereo not drawn)
46. O=C(CN1CCOCC1)Nc1c(C(=O)C2CC2)oc2ccccc12
47. COc1ccc(OC)c(C2C(C(=O)Nc3nc4ccccc4s3)=C(C)NC3=C2C(=O)CCC3)c1 (stereo not drawn)
48. CCOc1cccc2c1OC1(C)CC2NC(=O)N1c1cccc(F)c1 (stereo not drawn)
49. CCCCn1c(=O)[nH]c(=O)c2c1nc(-c1ccc(C(F)(F)F)cc1)n2C
50. O=S1(=O)CCN(C(CCO)c2cccc(C(F)(F)F)c2)CC1 (stereo not drawn)

Assay by compound,41,42,43,44,45,46,47,48,49,50
HMGR II inh,-6,-4,1,3,3,0,-3,-1,-3,-1
TNAP inh hi DEA,-6,-8,-1,-3,-8,-1,-8,-6,-1,2
SRC2 TRFRET art,1874,1589,1619,1380,1387,1426,1677,1497,1750,1806
PPARg SRC1 recr,10,2,0,1,3,12,3,3,3,11
PPARg SRC-3 ag,-3,11,7,2,-2,3,4,-7,5,5
bIAP activator,0.9,1,1,1.1,1,1.1,1.1,0.9,0.9,1.2
TNAP act hiacc,1.1,1.1,1,1,1.1,1,1.1,1.1,1,1
PPARg SRC2 recr,-2,9,-2,-2,2,3,11,-7,1,10
TNAP inh noacc,-12,4,-4,-13,-14,3,0,-12,-2,0
bIAP inhibitor,6,4,-2,-15,2,-8,-9,5,6,-22

Of the compounds above, 2 have a CF3 group.
49. CCCCn1c(=O)[nH]c(=O)c2c1nc(-c1ccc(C(F)(F)F)cc1)n2C
50. O=S1(=O)CCN(C(CCO)c2cccc(C(F)(F)F)c2)CC1 (stereo not drawn)

Assay by compound,49,50
HMGR II inh,-3,-1
TNAP inh hi DEA,-1,2
SRC2 TRFRET art,1750,1806
PPARg SRC1 recr,3,11
PPARg SRC-3 ag,5,5
bIAP activator,0.9,1.2
TNAP act hiacc,1,1
PPARg SRC2 recr,1,10
TNAP inh noacc,-2,0
bIAP inhibitor,6,-22
